Bioassay records as filed in PubChem.
CSM14.1 death rescue: rescue of cells from ER stress-induced death, primary screen, 384-well, CSM14.1, thapsigargin, ATP luminescence (AID 1222). CSM14.1 thapsigargin-induced death rescue, ATP luminescence; higher % means a stronger effect. cellular ATP content (survival), % at 20 µM, or EC50 in µM where a hit was titrated. 190,000 tested, under 10 active;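 active means EC50 below 50 µM in the dose-response confirmation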;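 further: death triggered by thapsigargin at about 15 µM added after 2 h compound pretreatment; cell ATP read after overnight thapsigargin exposure of roughly 18 to 22 hours; normalized against plate controls of thapsigargin alone and 5% DMSO vehicle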
RSV antiviral HEp-2: RSV antiviral activity via CPE protection, HEp-2 cells, primary 10 µM value included (AID 2391). HEp-2 cells, RSV-induced CPE inhibition; higher % means a stronger effect. CPE inhibition, % at 10 µM; hits with a dose series show IC50 in µM. 0.13% of 310,000 active; in the data active means a potency from the dose series; inconclusive means CPE inhibition mostly from about 23% at the one dose, without a potency; inactive means the rest, 99 in 100 with CPE inhibition below about 21%; further: strong numbers were not always called active
PhoP inhibition: inhibitors of PhoP regulon expression, primary screen, Salmonella Typhimurium, GFP reporter (AID 1863); S. Typhimurium PhoP-regulated promoter GFP reporter, 4 h; higher % means a stronger effect; inhibition, % at 50 µM; hits with a dose series show IC50 in µM; 0.16% of 300,000 active;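 active means inhibition over 29.93%, a cutoff 3 SD above the screen mean, later confirmed by dose response; inconclusive means inhibition over 29.93% but no dose response follow-up; inactive means inhibition at most 29.93% or unconfirmed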;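 further: 0% = low Mg2+ inducing control and 100% = high Mg2+ repressing control; strong numbers were not always called active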
PMI inhibitors: MPI enzyme activity inhibition – biochemical, fluorescence intensity, coupled assay, primary screen (AID 1209); one-dose inhibition, % at 20 µM; IC50 in µM for titrated hits; purified PMI enzyme, coupled fluorescence intensity; higher % means a stronger effect; 0.42% of 190,000 active;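 further: plate controls were DMSO vehicle for no effect and wells lacking substrate for full effect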
West Nile antiviral: West Nile virus antiviral activity, cell-based, CPE readout (AID 1621); CPE inhibition, % at 10 µM; hits with a dose series show IC50 in µM; 0.02% of 290,000 active; West Nile virus-infected cells, CPE inhibition; higher % means a stronger effect; in the data active means a potency from the dose series; inconclusive means CPE inhibition mostly from about 3.7% at the one dose, without a potency; inactive means the rest, 99 in 100 with CPE inhibition below about 2.2%; further: strong numbers were not always called active
human PMI inhibitors: human PMI inhibitors, high substrate, primary screen, biochemical, fluorescence intensity, high mannose 6-phosphate (AID 1220) | recombinant PMI enzyme, coupled fluorescence intensity; higher % means a stronger effect | inhibition, % at 20 µM; hits with a dose series show IC50 in µM | 0.66% of 190,000 active
SV40 large T antigen: TAg ATPase/helicase activity blockers – biochemical (AID 1903) | 0.39% of 310,000 active | SV40 large T antigen ATPase/helicase inhibition assay; higher % means a stronger effect | inhibition, % at 20 µM; hits with a dose series show IC50 in µM; in the data active means a potency from the dose series; inconclusive means inhibition mostly from about 32% at the one dose, without a potency; inactive means the rest, 99 in 100 with inhibition below about 32%; further: strong numbers were not always called active
TNAP activation fold: human TNAP enzyme activators, primary screen, biochemical, luminescent, no phosphate acceptor, uHTS (AID 1001); purified TNAP, luminescent activation assay, no phosphate acceptor; higher activation fold means a stronger effect; one-dose activation fold at 20 µM; EC50 in µM for titrated hits; 0.03% of 200,000 active; in the data active means activation fold from about 3, or a potency from the dose series; inactive means the rest, 99 in 100 with activation fold below about 1.6; further: many of its hits are not listed in these tables
Insulin prom up: MIN6 insulin promoter up-regulation | MIN6 insulin promoter-GFP reporter, high-content imaging; stronger effect = higher value | z-score at 5 µM | 0.3% of 190,000 active;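 active means z-score above 3 at 5 µM with at least 500 cells counted in the well; inconclusive means wells under 500 cells, flagged as cytotoxic or low count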
Insulin prom up cell count: second read-out of Insulin prom up, no call of its own (marks repeat the call); cell count; measured here: cytotoxicity, nuclei count;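 total cells summed across four imaged fields per well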
* = called active by the depositor; ? = inconclusive; nt = not tested or not shown. Unless noted, no stated cut-off is given here; in the data, active means inhibition above about 50%; inactive means the rest.

SMILES	CSM14.1 death rescue	RSV antiviral HEp-2	PhoP inhibition	PMI inhibitors	West Nile antiviral	human PMI inhibitors	SV40 large T antigen	TNAP activation fold	Insulin prom up	Insulin prom up cell count
CCCn1c(SCC(=O)Nc2nc(C)cs2)nnc1-c1cccnc1	1.4%	2.0%	0%	6%	0.0%	7%	0%	1	nt	nt
O=c1cc(CSc2nnnn2-c2ccccc2)nc2nc[nH]n12	nt	3.3%	0%	11%	0.8%	2%	-2%	1.1	0.19	1300
CCN1CCN(C(=O)C(C)N(c2ccc(C)cc2)S(C)(=O)=O)CC1 (stereo not given)	0.0%	-0.2%	0%	8%	-0.4%	5%	8%	1.1	-0.85	1167
CN1C(=O)NC2(O)C(=O)c3ccccc3C12O (stereo not given)	-1.7%	-0.4%	3%	8%	1.7%	8%	6%	0.9	0.64	1298
CCOc1ccc2[nH]c(=O)c(CN(Cc3ccco3)Cc3nnnn3Cc3ccccc3)cc2c1	-0.4%	1.7%	-8%	7%	-0.2%	-12%	9%	0.9	-1.8	1127
O=C(CCCc1ccccc1)NCCc1ccccc1	nt	1.0%	0%	nt	0.2%	nt	6%	nt	nt	nt
CC(C)(S)[C@@H](N)C(=O)O	-0.4%	nt	-5%	-7%	nt	-7%	12%	1	nt	nt
CCN(CC)c1ccc(NC(=O)CNCc2ccccc2Cl)c(C)c1	nt	?	6%	nt	-2.0%	nt	18%	nt	nt	nt
COc1cc(C(=O)NCC(C)(C)CNC(=O)c2cc(OC)c(OC)c(OC)c2)cc(OC)c1OC	nt	-0.5%	2%	nt	1.1%	nt	8%	nt	nt	nt
COc1ccc(C(=O)Cc2cc3cccc(OC)c3oc2=O)cc1	nt	3.1%	1%	nt	-1.1%	nt	3%	nt	nt	nt
COc1ccc(OC)c(C(c2nnnn2C2CCCC2)N2CCN(c3ccc(F)cc3)CC2)c1 (stereo not given)	-3.0%	1.9%	4%	15%	-0.7%	3%	6%	1.1	-0.96	1133
Cc1ccc(N(C)C2=NC(=O)CS2)cc1Cl	nt	3.1%	0%	nt	0.0%	nt	7%	nt	nt	nt
O=C(c1ccc2c(c1)OCO2)N1CCN(c2ccc(C(F)(F)F)cn2)CC1	0.0%	14%	0%	24%	-1.5%	3%	3%	1.1	1	1314
CCn1ncc(CNC(=O)CCSc2nc(-c3ccco3)cc(C(F)(F)F)n2)c1C	2.8%	2.7%	0%	-5%	-0.6%	-6%	4%	1	nt	nt
CCOC(=O)c1sc(NC(=O)CSc2nncn2C)nc1C	-1.4%	0.9%	8%	5%	0.2%	1%	-1%	1.1	0.33	1271
COc1ccc(-c2nc3n(c2Br)CCC3)cc1	-1.6%	43%	2%	-2%	0.0%	-14%	1%	1.1	-0.07	1567
O=C(CN1CCc2[nH]c3ccccc3c2C1)N1CCCCC1	-0.1%	-0.1%	1%	5%	1.0%	4%	-1%	1.1	nt	nt
COC(=O)c1ccccc1Oc1ccc(NC(=O)CCCl)cc1	5.2%	0.2%	-10%	-21%	0.1%	-10%	9%	1	-0.13	1136
[N-]=[N+]=CC(=O)CC(c1ccccc1)N1C(=O)c2ccccc2C1=O (stereo not given)	-3.2%	-0.6%	4%	4%	nt	-13%	19%	1	-0.28	1180
O=C(O)c1ccc(C(=O)c2ccc3c(c2)C(=O)N(CC2CCCO2)C3=O)cc1 (stereo not given)	0.1%	2.5%	5%	nt	-0.2%	nt	5%	1.1	0.11	1183
Cc1ccc(C(=O)Nc2ccccc2Cl)cc1	nt	1.9%	-1%	nt	-1.1%	nt	10%	nt	nt	nt
O=C(Nc1ccccc1)[C@@H]1CC=C[C@@H]2CCN(Cc3ccc(Cl)c(Cl)c3)C(=O)[C@@H]21	nt	8.5%	8%	nt	-0.4%	nt	7%	nt	nt	nt
O=[N+]([O-])c1c(Nc2ccccc2O)ccc2nonc12	3.6%	1.0%	4%	5%	-0.2%	5%	11%	0.9	nt	nt
O=C(C1CCCC1)N(c1ccccc1)C1C=CS(=O)(=O)C1 (stereo not given)	-2.9%	1.3%	-4%	3%	0.4%	-1%	2%	1.1	0.81	1302
Cc1ccc(S(=O)(=O)/N=C2/C=C(Sc3ncn[nH]3)C(=O)c3ccccc32)cc1	4.5%	-2.3%	54µM*	101%*	-1.3%	88%*	?	0.5	1.4	1088
Cc1c(Cl)cccc1NC(=O)NCCCN1CCCC1=O	nt	2.0%	2%	nt	0.6%	nt	17%	nt	nt	nt
CCOC(=O)COc1c(/C=N\O)cc(Cl)cc1OC	-0.8%	2.0%	3%	4%	-0.2%	6%	-4%	1	-0.02	1139
CN1c2ccccc2C(=O)NC1c1ccc([N+](=O)[O-])s1 (stereo not given)	nt	0.9%	73%	nt	-0.9%	nt	2%	nt	0.12	1147
COCCn1c(SCC(=O)NNC(=O)Cc2ccccc2)nc2ccccc2c1=O	0.4%	5.4%	-2%	4%	-0.4%	4%	8%	1.9	0.5	1367
CCC(=O)Nc1ccc2c(c1)nc(CCN1CCCCC1)n2C	nt	0.9%	7%	nt	-0.3%	nt	3%	nt	nt	nt
CC(C)C1=NOC(C(=O)N2CCC(N3CCC(C(=O)N4CCOCC4)CC3)CC2)C1 (stereo not given)	-0.6%	-0.5%	nt	-5%	0.5%	-5%	nt	1.1	-0.57	1465
Cc1ccc(/C=N/NC(=O)C(c2ccncc2)N2CCOCC2)cc1 (stereo not given)	nt	0.5%	-10%	nt	1.3%	nt	-2%	nt	0.05	1142
Cc1cccc(OCc2n[nH]c(=S)n2-c2ccccc2)c1	0.6%	2.1%	1%	5%	0.4%	6%	16%	1	0.13	1386
CC(Nc1ccc(Cl)cc1)C(=O)NN (stereo not given)	nt	0.3%	-2%	nt	1.2%	nt	-3%	nt	0.83	1147
COc1ccc(OC)c(/C=N/N=C2\SCC(=O)N2Cc2ccco2)c1	2.9%	1.3%	2%	15%	-0.3%	6%	7%	1.2	nt	nt
COc1cc(NC(=O)c2ccc(N)nc2)cc(C(=O)Nc2cccc(C(F)(F)F)c2)c1	nt	-0.3%	4%	nt	0.5%	nt	1%	nt	-0.22	915
COc1ccc(-c2[nH]ncc2CN(C)C(C)c2ccncn2)c(F)c1 (stereo not given)	0.9%	-0.7%	-8%	7%	-0.2%	2%	7%	0.4	0.65	1454
COc1cccc(-n2c(C)nc3cc(C(=O)O)ccc32)c1	-4.8%	0.6%	-4%	0%	-0.4%	-3%	13%	1.1	0.33	993
COc1ccc(CC2(CO)CCN(C/C=C/c3ccccc3OC)CC2)cc1	1.9%	-1.6%	-7%	nt	-0.2%	nt	16%	1.1	0.37	1751
O=C(N/N=C/c1ccccc1OCC(=O)N1CCCC1)C(=O)Nc1ccccc1F	-1.7%	1.1%	-6%	7%	-0.1%	-6%	16%	1.1	0.32	1216
COCCCNC(=O)Cn1nnc(-c2ccccc2NC(=O)c2ccc(F)cc2)n1	-2.0%	-0.3%	5%	3%	1.0%	2%	?	1.1	-0.96	1240
COc1ccc(-n2c(NC(=O)c3ccco3)c(C#N)c3nc4ccccc4nc32)cc1	-1.4%	5.3%	-1%	nt	1.1%	nt	15%	1	0.63	1157
COc1cc(C)ccc1OCCON1C(=O)CCC1=O	-0.7%	1.4%	4%	7%	0.1%	0%	6%	1.1	0.28	1419
CN1CCN(c2ccc(NC(=O)c3ccc(Cl)cc3)cn2)CC1	nt	-2.0%	-1%	6%	-0.2%	9%	6%	1.1	0.1	1067
CCOC(=O)N1CCN(c2ccccc2O)CC1	6.8%	1.7%	-1%	17%	0.6%	11%	23%	1.1	0.52	1217
COc1ccc(OC)c(-c2cc(C(=O)N3CCOCC3)no2)c1	nt	1.8%	-7%	nt	0.1%	nt	-9%	nt	nt	nt
CCOC(=O)c1sc(NC(=O)OC)c(C(=O)OC)c1C	-1.6%	0.9%	-4%	-10%	1.3%	-4%	7%	1	-0.15	1541
N#Cc1c(NC(=O)CSc2ncn[nH]2)sc2c1CCCCC2	1.1%	-1.4%	7%	15%	2.8%	13%	-7%	1.1	nt	nt
O=C(O)C1CC=CCC1C(=O)Nc1cccc(Cl)c1 (stereo not given)	-1.1%	0.8%	-6%	-3%	0.1%	-4%	18%	1.1	0.39	1053
N#CCCn1cc(/C=C2\NC(=S)N(c3ccccc3)C2=O)c(-c2ccc(-c3ccccc3)cc2)n1	2.3%	-0.3%	-5%	-4%	0.7%	-3%	7%	1	0.37	1277
COc1cc(CC(=O)OCC(=O)Nc2cc(S(=O)(=O)N3CCCC3)ccc2Cl)cc(OC)c1OC	1.2%	-1.2%	-8%	13%	-0.2%	7%	6%	1	0.25	844
NC(N)=NS(=O)(=O)c1ccc(NC(=S)NC(=O)/C=C/c2ccc(F)cc2)cc1	nt	1.0%	-20%	nt	0.4%	nt	2%	nt	nt	nt
C/C(=N\NC(=O)c1ccc(C)cc1)C1C(=O)c2ccccc2C1=O	1.8%	11%	0%	-24%	0.4%	-22%	27%	1	nt	nt
COc1cc(OC)cc(C(=O)N[C@H](C(=O)OCC(=O)NC(C)c2ccccc2)C(C)C)c1 (stereo not given in full)	0.8%	-0.4%	-16%	-5%	-0.5%	-8%	5%	0.9	-0.21	1339
CCOC(=O)COc1c(Cl)cc(C2NC(=S)NC(c3ccccc3)=C2C(C)=O)cc1OCC (stereo not given)	0.7%	1.4%	6%	35%	-0.1%	14%	48%	1.1	0.95	1574
CCOC(=O)c1nnc2ccnn2c1N	1.5%	0.5%	9%	6%	0.0%	1%	10%	1.1	0.75	1136
Nc1cc(=O)[nH]c(SCC(=O)Nc2cc(Cl)ccc2Cl)n1	nt	5.2%	-12%	nt	0.1%	nt	11%	nt	0.37	1129
COc1ccccc1N(Cc1cc2cccc(C)c2[nH]c1=O)C(=O)C(C)C	2.0%	4.8%	nt	-11%	-0.6%	-3%	nt	1	1.7	1145
O=C(Nc1cc2c(cc1Br)OCCO2)c1ccco1	-1.7%	3.9%	-5%	-8%	0.1%	-7%	10%	1.1	nt	nt
Cc1ccc(S(=O)(=O)Nc2ccc3c(c2)nc(CCN2CCCC2)n3C)cc1	nt	2.3%	1%	nt	2.3%	nt	12%	nt	nt	nt
CNc1oc(-c2ccc(Cl)cc2)nc1P(=O)(c1ccccc1)c1ccccc1	-0.2%	4.7%	16%	19%	-0.9%	17%	9%	1.1	2.4	1417
COc1cc(C(=S)N2CCCCC2)ccc1O	-0.5%	3.0%	-9%	2%	0.0%	-2%	29%	1.1	0.26	1090

As entered above:
For SV40 large T antigen, `NC(N)=NS(=O)(=O)c1ccc(NC(=S)NC(=O)/C=C/c2ccc(F)cc2)cc1` is listed with 2%
For PhoP inhibition, `COc1cc(C)ccc1OCCON1C(=O)CCC1=O` is listed with 4%
